Compound activity: PubChem BioAssay, several laboratories
RT RNaseH block = inhibitors of HIV-1 reverse transcriptase RNase H; RT-RNase H RNA/DNA duplex cleavage, fluorescence; inhibition, % at 10 µM; 65,000 tested, 1.9% active; in the data active = inhibition above about 50%
RmlC RmlD mix = mixture blocks RmlC and RmlD coupled enzyme activity | inhibition, % at 5.5 µM | AID 1532 | 110,000 tested, 0.39% active | RmlC/RmlD coupled enzyme inhibition, 384-well mixture HTS; in the data active = inhibition above about 30%, passing the limit was not always enough; inconclusive = no clear call, values can overlap the other calls; also: strong numbers were not always called active
An asterisk follows results filed as active; i = inactive; ? = inconclusive; . = no result given. This is a subset. The share of hits here may be higher or lower than overall.

SMILES	RT RNaseH block	RmlC RmlD mix
CCOC(=O)C1=C(N)n2c(s/c(=C\c3cccnc3)c2=O)=C(C#N)C1c1cccnc1 (configuration not stated)	-20	.
CN(C)c1ccc(NC(=O)CSCc2nc3c(nnn3Cc3ccc(F)cc3)c(=O)[nH]2)cc1	-11	-10
NC(=O)C1CC(=O)N(c2ccc(OCC(=O)Nc3cccc(C(F)(F)F)c3)cc2)C1 (configuration not stated)	0	0
Cc1cc(C(=O)OCC(=O)N2CC(=O)Nc3ccccc32)no1	-10	-14
COc1ccc(NC(=O)CCc2nc(-c3ccc(C)cc3)no2)c(OC)c1	7	2
Cc1cc(=O)oc2cc(OCC(=O)N3c4ccccc4CC3C)ccc12 (configuration not stated)	-14	8
COc1cccc(C2=NC(C)(C)NC(c3ccccc3O)C2)c1 (configuration not stated)	-2	-2
Cc1ccc(CN2C(=O)CCSc3ccc(Cl)cc32)cc1	.	1
O=C(CSc1nnc(Nc2ccccc2)s1)Nc1ccc(S(=O)(=O)N2CCOCC2)cc1	.	-4
CCOc1ccc(NC(=O)c2cn(-c3ccc(OCC)cc3)c(=O)c3cc(OC)c(OC)cc23)cc1	.	-5
Cc1ccc(C(=O)NNC(=O)C2CCN(c3nccc(C)n3)CC2)cc1	.	8
COc1ccc(S(=O)(=O)NCc2ccccc2)cc1	.	4
O=C(COc1ccccc1)N1CCN(C2CCCC2)CC1	-4	8
CC(C)COc1ccc2[nH]c3c(c2c1)CCCC3=O	.	-10
CCOC(=O)c1ccc(N2C(=O)c3n[nH]c(C)c3C2c2ccc(OC)c(OC)c2)cc1 (configuration not stated)	11	6
O=C(c1ccccc1)c1cn(CC(=O)N2CCCC2)c2ccccc12	-12	10
CC(=O)c1ccc(N2CCN(C(=S)Nc3ccccc3)CC2)cc1	.	-8
Cc1ccccc1-c1nc(CN2CCC(C(=O)NCCCN3CCOCC3)CC2)c(C)o1	2	-7
COc1cc(C2N(c3ccc(Cl)cc3)C(=O)C3CCCN32)cc(OC)c1OC (configuration not stated)	-7	7
O=C(C1CCCO1)N1CCN(c2c3c(nc4cc(-c5ccc(F)cc5)nn24)CCC3)CC1 (configuration not stated)	4	-6
COc1ccccc1N1CCN(C(=O)c2cc(C3CC3)on2)CC1	-6	8
Cc1ccc(C2CC(c3ccc(C)cc3)n3nc(N)nc3N2)cc1 (configuration not stated)	10	-10
O=C1CC(C(=O)O)c2ccccc2N1 (configuration not stated)	-12	10
CCC12CN3CC(CC)(CN(C1)C3c1ccc(OC(C)C)cc1)C2=O (configuration not stated)	-7	1
COc1cccc(-c2nnc3sc(-c4ccc(Cl)cc4)nn23)c1	5	.

Next part, overlapping the part above by 7 compounds.
SMILES	RT RNaseH block	RmlC RmlD mix
COc1cc(C2N(c3ccc(Cl)cc3)C(=O)C3CCCN32)cc(OC)c1OC (configuration not stated)	-7	7
O=C(C1CCCO1)N1CCN(c2c3c(nc4cc(-c5ccc(F)cc5)nn24)CCC3)CC1 (configuration not stated)	4	-6
COc1ccccc1N1CCN(C(=O)c2cc(C3CC3)on2)CC1	-6	8
Cc1ccc(C2CC(c3ccc(C)cc3)n3nc(N)nc3N2)cc1 (configuration not stated)	10	-10
O=C1CC(C(=O)O)c2ccccc2N1 (configuration not stated)	-12	10
CCC12CN3CC(CC)(CN(C1)C3c1ccc(OC(C)C)cc1)C2=O (configuration not stated)	-7	1
COc1cccc(-c2nnc3sc(-c4ccc(Cl)cc4)nn23)c1	5	.
O=C(O)CCc1ccc(-c2ccccc2)n1NC(=O)c1ccco1	-1	4
Cc1cc(C)n(-c2nc3c(c(=O)[nH]c(=O)n3C)n2Cc2ccc(F)cc2)n1	-3	-9
O=C(Oc1ccc(-c2cnc3ccccc3n2)cc1)c1ccco1	73*	-15
Cc1ccc(-c2csc(N(Cc3ccccc3)C(=O)COc3ccccc3)n2)cc1	.	7
O=C(CCCNS(=O)(=O)c1ccc(Br)cc1)N1CC[C@@]2(O)CCCC[C@H]2C1	3	-5
CCS(=O)(=O)c1nc(NC(C)=O)n[nH]1	0	8
C/C(Nc1ccc(F)cc1)=C(/C#N)C(N)=O	-7	16
c1ccc(Cn2nnnc2C(c2ccccn2)N2CCN(c3ccccc3)CC2)cc1 (configuration not stated)	.	-7
N#C/C(=C(/O)Cc1cccc2ccccc12)c1nc2ccccc2s1	.	6
CN1CCN(Cc2nc3ccccc3c(=O)[nH]2)CC1	.	1
CCOc1cccc(NC(=O)Cc2cccs2)c1	-10	5
Cc1cc2c3c(c1C)C1(C(=O)N3C(C)(C)CC2C)C(C#N)=C(N)Oc2cc(O)ccc21 (configuration not stated)	.	9
CC1CCN(C(=O)CCc2ccc(S(=O)(=O)NC(C)C)cc2)CC1	.	4
CC[n+]1c(P(=O)([O-])c2ccccc2)[nH]c2ccccc21	.	8
COc1ccc(C2(O)CC3CCC(C2)N3c2cc(C)nc(-c3ccccc3)n2)cc1 (configuration not stated)	-1	3
CCC(=NCCCN(CC)CC)c1c(O)n(C2CCCCC2)c(=O)[nH]c1=O	-17	-3
Cc1cc(C)c(COCc2cc(/C=N/O)c(C)cc2C)cc1/C=N/O	.	3
COC(=O)c1ccc(N2C(=O)CC(N3CCC(O)(c4ccc(Br)cc4)CC3)C2=O)cc1 (configuration not stated)	.	0
CCCCCCN=C(C)c1c(O)n(CCCC)c(=O)[nH]c1=O	-25	.
CC(C)C(OC(=O)c1ccco1)C(=O)NC1CCCCC1 (configuration not stated)	-2	11
COc1ccc2nc(/N=C(\N)NC(=O)C(C)(C)C)nc(C)c2c1	-14	-184
COc1ccccc1NC(=O)CSc1nccc(=O)[nH]1	-3	7
Cc1nnc(SCC(=O)Nc2nsc(-c3ccc(C(C)(C)C)cc3)n2)s1	.	-13
Cc1c(NC(=O)c2cc(C(C)C)on2)c(=O)n(-c2ccccc2)n1C	26	-9
CC(=O)NC(CCS(C)(=O)=O)C(=O)Nc1ccccc1 (configuration not stated)	.	-10

Reprinted from the part before: 4 compounds, then new ones.
SMILES	RT RNaseH block	RmlC RmlD mix
COc1ccccc1NC(=O)CSc1nccc(=O)[nH]1	-3	7
Cc1nnc(SCC(=O)Nc2nsc(-c3ccc(C(C)(C)C)cc3)n2)s1	.	-13
Cc1c(NC(=O)c2cc(C(C)C)on2)c(=O)n(-c2ccccc2)n1C	26	-9
CC(=O)NC(CCS(C)(=O)=O)C(=O)Nc1ccccc1 (configuration not stated)	.	-10
O=[N+]([O-])c1cc(-n2cnnn2)ccc1N1CCC(Cc2ccccc2)CC1	.	1
COc1cccc2c(=O)n(CC(=O)Nc3ccc(F)cc3)ccc12	.	-21
O=C1C=C(NCc2ccc(Cl)c(Cl)c2)CC1	-13	16
CC(=O)C1=C(O)C(=O)N(c2ccc(Br)cn2)C1c1ccccc1F (configuration not stated)	8	-16
COC(=O)CCCC1=CC2=CC(=O)C(C)(OC(=O)c3cccs3)C(=O)C2=CO1 (configuration not stated)	.	-11
Cc1ccc(N2C(=O)NC(=O)/C(=C/c3ccc(OC(=O)c4cccs4)cc3)C2=O)cc1	.	5
Oc1ccccc1CNn1cnnc1	-5	7
COc1ccc(-n2c(Cn3c(=O)sc4ccccc43)nnc2SCC(=O)N2CCCCC2)cc1	-7	-7
COc1ccc(C(=O)CSc2nc3nc(C)cc(C)c3c(=O)[nH]2)cc1OC	-13	.
COc1ccc(Cn2c(CCC(=O)Nc3ccc(CC#N)cc3)nc3cccnc32)cc1	1	8
C=CCSc1nn2c(=O)c3ccccc3nc2s1	.	12
NC(=O)CC[C@@H]1NC(=O)[C@H](CO)NC(=O)c2cc([N+](=O)[O-])cc(I)c2OCC[C@@H](C(N)=O)NC1=O	.	6
CCN(CC)CC#CCOC(=O)C(O)(c1ccccc1)C1CCCCC1 (configuration not stated)	4	-10
O=C1CC(NNc2nc3ccccc3s2)C(=O)N1c1ccccc1 (configuration not stated)	.	-10
O=C(O)c1ccc(-n2c(-c3ccc(Br)cc3)n[nH]c2=S)cc1	.	9
c1cn(-c2ncnc3sc4c(c23)CCCC4)cn1	-26	5
Cc1ccc(C(=O)Nc2ccccc2OC(F)F)cc1	.	-8
COc1cc(Br)cc(-c2nc3c(c(=O)[nH]c(=O)n3Cc3ccccc3)n2C)c1O	-39	0
CN(C)S(=O)(=O)c1ccc(C(=O)Nc2cccc(C(=O)O)c2)cc1	11	6
Cc1ccc(SC[C@H](Cc2ccccc2)N2CCN(C)CCC2=O)cc1	.	-11
N#Cc1c(NC(=O)CSc2nc3ccccc3c(=O)n2Cc2ccco2)sc2c1CCCC2	36	8
C=CCN1C(=O)C(CC(=O)Nc2ccc(C)cc2)SC1=Nc1c(C)n(C)n(-c2ccccc2)c1=O (configuration not stated)	.	-16
Cc1onc(-c2ccccc2Cl)c1C(=O)Nc1nnc(-c2ccc(Br)cc2)s1	.	15
Cc1cc(C)n(CCOC(=O)C2C(C=C(Cl)Cl)C2(C)C)n1 (configuration not stated)	-11	-9
CCOc1cccc(C=Nc2cc(C)cc(C)c2O)c1O	91*	-6

Five compounds drawn at random from those above, as already listed:
SMILES	RT RNaseH block	RmlC RmlD mix
CCN(CC)CC#CCOC(=O)C(O)(c1ccccc1)C1CCCCC1 (configuration not stated)	4	-10
Cc1ccc(SC[C@H](Cc2ccccc2)N2CCN(C)CCC2=O)cc1	.	-11
CCOc1cccc(C=Nc2cc(C)cc(C)c2O)c1O	91*	-6
Cc1cc(C)n(CCOC(=O)C2C(C=C(Cl)Cl)C2(C)C)n1 (configuration not stated)	-11	-9
C=CCN1C(=O)C(CC(=O)Nc2ccc(C)cc2)SC1=Nc1c(C)n(C)n(-c2ccccc2)c1=O (configuration not stated)	.	-16

Remaining list, next part
SMILES	RT RNaseH block	RmlC RmlD mix
CCOCCCn1c(=NC(=O)c2cccnc2)c(C(=O)OCC)cc2c(=O)n3ccccc3nc21	3	7
CC(=O)NCCc1c[nH]c2ccc(O)cc12	.	13
Cc1cc2ncn(/N=C/c3ccc([N+](=O)[O-])o3)c2cc1C	.	8
COc1ccccc1NCc1nnc(SCC(=O)N/N=C/c2ccco2)n1-c1ccc(Cl)cc1Cl	.	-14
CC[N+](C)(C)CCN(Cc1ccc(Cl)cc1)c1ccccn1	.	2
COc1ccc(/C=N/NC(=O)c2nc(-c3ccccc3)cc(-c3ccccc3)n2)cc1	.	-9
Cc1ccc(S(=O)(=O)NC(=O)COc2ccccc2C)cc1	.	-12
CN(C)c1ccc(N2C(=O)CC(Nc3ccc(N4CCOCC4)cc3)C2=O)cc1 (configuration not stated)	.	18
C=C(C)CN1CCN(c2c(CCC#N)c(C)c(C#N)c3nc4ccccc4n23)CC1	34	15
Cc1ccc(S(=O)(=O)NCCC(=O)Nc2nnc(C3CC3)s2)cc1C	-15	i
NC(=O)CC(NC(=O)Cc1cccc2ccccc12)c1ccc(N2CCc3ccccc3C2)c([N+](=O)[O-])c1 (configuration not stated)	.	-10
COc1ccccc1CN1C(=O)C2CC=CCC2C1=O (configuration not stated)	-9	?
CCCNC(=O)COC(=O)c1ccc(Cl)c(S(=O)(=O)N2CCCC2)c1	.	45
COc1ccc(NC(=O)c2ccc(S(=O)(=O)N(C)C)cc2)cc1OC	0	-36
Cc1cc(C(=O)OCC(=O)c2ccc3c(c2)OCCO3)c(C)o1	-66	-7
COCCn1c(-c2ccc(OC(F)(F)C(F)C(F)(F)F)cc2)nc2c1c(=O)[nH]c(=O)n2CC(C)C (configuration not stated)	.	-13
NC(=O)CC(NC(=O)Cc1cccc2ccccc12)c1ccc(NCc2ccc(F)c(F)c2)c([N+](=O)[O-])c1 (configuration not stated)	.	-13
CC(C)CCNC(=O)CN(CCN1CCOCC1)C(=O)Cn1nnc(-c2ccc(F)cc2)n1	0	5
Cc1cccc(C)c1NC(=O)c1cccn(Cc2ccc3c(c2)OC(F)(F)O3)c1=O	.	-71
COc1ccccc1N1CCN(C(=O)CSc2nnc(NC(=O)C3CCC3)s2)CC1	5	-3
COc1ccc(Nc2nc(N)nc(CSCCO)n2)cc1	.	-11
Cc1ccc(C2CC(=O)NC(SCC(=O)Nc3nccs3)=C2C#N)cc1 (configuration not stated)	.	-11
CCOC(=O)c1ccc(NC(=O)C2CCN(C(=O)c3ccc(OC)c(OC)c3)CC2)cc1	.	-8
NC(=O)CSc1nnc(Cn2c(=O)sc3ccccc32)n1-c1ccccc1	-7	3
Cc1cc(OC(=O)CNC(=O)OC(C)(C)C)c2c(C)cc(=O)oc2c1	-16	41
SMILES	RT RNaseH block	RmlC RmlD mix
Cc1ccc(C(c2sc3nc(C)nn3c2O)N2CCOCC2)cc1 (configuration not stated)	-8	5
Cc1c(Cl)c([N+](=O)[O-])nn1CC(=O)Nc1c(C)n(C)n(-c2ccccc2)c1=O	.	-9
Cc1ccc2[nH]c(=O)c(C(c3nnnn3CC3CCCO3)N3CCc4ccccc4C3)cc2c1 (configuration not stated)	13	8
CC(=O)Oc1ccc(C(=O)Nc2ccc3c(c2)C(=O)N(CCC(=O)O)C3=O)cc1	.	130
Cn1cnnc1SCC(=O)Nc1ccccc1Sc1ccccc1	-17	4
COc1ccc(C2SCC(C(=O)O)N2C(C)=O)cc1OC (configuration not stated)	0	9
Cc1cccn2c(=O)c3cc(C#N)c(=N)n(Cc4ccncc4)c3nc12	-9	.
CCCN(CCC)S(=O)(=O)c1ccc(C(=O)N2CCOCC2)cc1	.	-8
CCc1ccc(/C(C)=N\Nc2ccc([N+](=O)[O-])cc2)cc1	.	0
Cc1nn(CC(=O)O)c(=O)c2ccccc12	.	-11
CC(=O)N1CCc2cc(C(=O)CN3CCCN(Cc4ccc(F)cc4)C3)ccc21	5	-7
CC(C)c1ccc(C(CC(=O)c2ccc(Cl)cc2)C(=O)O)cc1 (configuration not stated)	.	0
Nc1nc(C2CCCN2S(=O)(=O)c2ccc(Cl)cc2)cs1 (configuration not stated)	-24	1
Cc1cc(NC(=O)c2cc(-c3ccc4c(c3)OCO4)on2)n(-c2ccccc2)n1	55*	?
C/C(=N\NC(=O)c1ccc(Cl)c(Cl)c1)c1cccc(NC(=O)C(C)C)c1	.	5
Cc1ccc(-c2ccc(/C=N\NC(=O)C3C(=O)NCC3c3ccccc3)o2)cc1Cl (configuration not stated)	.	-100
Cc1cc(C(=O)OCn2nnc3ccccc3c2=O)c(C)n1-c1ccccc1	-36	2
